Screens (PubChem)
GIRK2 act: GIRK2 channel activators by thallium flux. 34,000 tested, under 10 active. activation (% efficacy), % for hits at 37.5 µM. AID 1259324. P48051. HEK293 GIRK2/NPY4 cells, thallium flux fluorescence;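 active = primary screen hit, no activity in plain HEK293 cells, and in GIRK2-only cells above 5% efficacy rising with concentration; inactive = the rest, including fluorescent compounds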;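 also: efficacy is normalized control-subtracted fluorescence 15 s after thallium addition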
Target sequence (P48051 whole entry, looked up): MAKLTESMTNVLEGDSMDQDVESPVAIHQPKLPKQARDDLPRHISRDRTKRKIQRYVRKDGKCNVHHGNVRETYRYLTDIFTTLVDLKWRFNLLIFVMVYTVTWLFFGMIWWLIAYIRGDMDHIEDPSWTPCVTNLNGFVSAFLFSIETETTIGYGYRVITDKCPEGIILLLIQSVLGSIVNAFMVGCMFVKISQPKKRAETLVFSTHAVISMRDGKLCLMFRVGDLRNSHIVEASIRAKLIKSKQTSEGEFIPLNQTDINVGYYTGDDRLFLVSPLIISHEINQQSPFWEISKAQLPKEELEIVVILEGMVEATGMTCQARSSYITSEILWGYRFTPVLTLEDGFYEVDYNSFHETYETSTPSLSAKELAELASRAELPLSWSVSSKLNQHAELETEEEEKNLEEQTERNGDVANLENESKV
Calls only; i = inactive. An excerpt; count on the stated rates, not on these rows.

SMILES	GIRK2 act
O=C1NC2(CCN(Cc3ccc(Cl)cc3)CC2)C(=O)N1Cc1ccccc1	i
CCn1ccnc1N1CCN(C(=O)c2ccc(S(=O)(=O)N(C)C)cc2)CC1	i
Cc1cc(C)n(-c2ccc(=O)n(CCNC(=O)c3cccs3)n2)n1	i
CC(=O)c1ccc(NC(=O)CCCn2nc(-c3ccccc3)ccc2=O)cc1	i
Cc1noc(C)c1CCC(=O)NCCOc1ccc2nnc(-c3cccc(F)c3)n2n1	i
O=C(Nc1ccc2c(c1)OCCO2)C1CCN(c2cnc3ccccc3n2)CC1	i
Cc1cc(NC(=O)C2CCCN(S(=O)(=O)c3ccc(Cl)cc3)C2)on1 (stereo not drawn)	i
Cc1cc(NC(=O)c2cccc(Oc3ccccc3)c2)n(C(C)C)n1	i
COC(=O)N1CCC(CNC(=O)c2cccc(N(C)C)c2)CC1	i
O=C(CS(=O)(=O)c1cccs1)NCCc1ccccc1	i
CC(O)(CNC(=O)C(=O)Nc1cccc(N2CCCCC2=O)c1)c1ccccc1 (stereo not drawn)	i
COc1ccc(C(=O)Nc2sc(SCC(N)=O)nc2-c2ccccc2)c(OC)c1	i
COc1ccccc1C(=O)Nc1ccc(Nc2cc(-n3ccnc3)ncn2)cc1	i
O=C(c1nc2ccccc2s1)N1CCC(c2ccsc2)CC1	i
COc1ccc2nc(-c3ccc(C)c(NC(=O)c4cc(OC)c(OC)c(OC)c4)c3)cn2n1	i
CCC(=O)c1ccc(OCC(O)CN2CCN(c3ccc(Cl)cc3)CC2)cc1 (stereo not drawn)	i
NC(=O)c1ccccc1NC(=O)Cn1cnc(-c2ccccc2)cc1=O	i
Cc1cc(N2CCN(C)CC2)nc2ccc(NC(=O)Nc3ccccc3C(F)(F)F)cc12	i
Cc1[nH]c2ccccc2c1C(=O)C(=O)N1CCC(c2nnc(-c3ccco3)s2)CC1	i
CN(C)S(=O)(=O)NCCOc1ccc(-c2ccccc2)nn1	i
O=C(CSc1ccc(NC(=O)c2ccco2)nn1)Nc1ccc2c(c1)OCO2	i
NC(=O)c1ccccc1NC(=O)c1csc(Nc2cccc(Cl)c2)n1	i
O=C(NCC(=O)N1CCOC(c2ccccc2)C1)C(=O)NCc1ccc2c(c1)OCO2 (stereo not drawn)	i
CCC(=O)N1CCCc2ccc(NC(=O)Nc3cccc(OC)c3OC)cc21	i
O=C(NC1CCCC(O)C1)C1CC=CCC1 (stereo not drawn)	i
COCCNC(=O)Cn1nc2c(c1NC(=O)COc1ccc(Cl)cc1)CSC2	i
CC1C(=O)NCCN1C(=O)CCS(=O)(=O)c1ccccc1 (stereo not drawn)	i
CCc1nnc(-c2ccc(NC(=O)CC3CCCC3)cc2)o1	i
C=CCNC(=O)NCCS(=O)(=O)N1CCN(c2ccc(F)cc2)CC1	i
Cc1cnc2c(c1SCC(=O)Nc1cccc(C(F)(F)F)c1)c(=O)n(C)c(=O)n2C	i
CS(=O)(=O)N1CCC(C(=O)Nc2ccccc2NC(=O)c2ccccn2)CC1	i
COCCNC(=O)N1CCC(c2nnc(C3CC3)o2)CC1	i
CN(C)C(=O)Cc1ccc(NC(=O)c2ccc(F)c(F)c2)cc1	i
FC(F)(F)c1ccc(CC2CCNC2)cc1 (stereo not drawn)	i
COc1ccc(C)cc1NC(=O)Cc1csc(Nc2ccc(F)cc2)n1	i
COc1ccc(S(=O)(=O)CC(=O)Nc2nc3cc4c(cc3s2)OCCO4)cc1	i
Cc1ccc(NC(=O)C(=O)NCCOc2ccc(F)cc2)cc1Cl	i
CSc1ccccc1CN1CCC(CNC(=O)c2ccc3nsnc3c2)CC1	i
CCCNC(=O)CN1CCN(c2nccn2C)CC1	i
Cc1ccc(C)c(NC(=O)CSC2=NC3C(=O)N(C)C(=O)N(C)C3N2C)c1 (stereo not drawn)	i
COc1ccc(C)cc1S(=O)(=O)NCC(=O)N1CCOC(c2ccccc2)C1 (stereo not drawn)	i
O=C(Cc1ccc(NC(=O)C2c3ccccc3Oc3ccccc32)cc1)NCC(F)(F)F	i
CCc1ccc(S(=O)(=O)N2CCN(c3ccc(Nc4cccc(C)n4)nn3)CC2)cc1	i
O=C(NCC1CCN(C(=O)c2ccccc2F)CC1)c1cc(-c2ccccc2)on1	i
COc1ccc(S(=O)(=O)Nc2ccc3c(c2)N(C(=O)c2ccco2)CC3)cc1OC	i
O=C(Cc1cc(-c2ccc3c(c2)OCCO3)on1)NCc1cccs1	i
Cc1ccc(NCCNC(=O)c2snnc2C)nn1	i
COc1ccc(-c2cn(CC(=O)NCc3cccs3)nc2N(C)C)cc1	i
CCN(C(=O)Cc1cc(=O)oc2cc(C)ccc12)c1ccccc1	i
COc1cn(CC(=O)Nc2cccc(NC(C)=O)c2)c(CSc2ccccc2)cc1=O	i
(more compounds)
SMILES	GIRK2 act
NCC1CCN(Cc2cccs2)CC1	i
CNC(=O)C(=O)NCC1(c2ccc(OC)cc2)CCCC1	i
O=C(Cn1c(=O)n(C2CC2)c(=O)c2nscc21)Nc1ccc2c(c1)OCCO2	i
CNS(=O)(=O)c1ccc(C(=O)Nc2nc3ccccc3s2)o1	i
Cc1ccc(NCCNS(=O)(=O)c2ccc(-c3csc(C)n3)s2)nn1	i
COc1cc(C)c(C)cc1S(=O)(=O)NCC1CCN(C(C)C)CC1	i
CSc1ccccc1C(=O)N(CCc1cccs1)Cc1cccnc1	i
COc1ccc(NC(=O)CCc2csc3nc(-c4ccc(Cl)cc4)cn23)cc1OC	i
Cc1ccc(S(=O)(=O)Nc2cc(C)nn2C2CCS(=O)(=O)C2)cc1 (stereo not drawn)	i
COC(=O)N1CCC(CNC(=O)C(=O)Nc2ccon2)CC1	i
O=C(Nc1ccc(F)c([N+](=O)[O-])c1)c1ccc(=O)n(Cc2cccc([N+](=O)[O-])c2)c1	i
O=C(NCC1CCN(S(=O)(=O)C2CC2)CC1)C(=O)NC1CC1	i
Cc1cc(C(=O)N2CCOCC2)nn1CC(=O)Nc1ccc(C(N)=O)cc1	i
COc1ccc(CC(=O)Nc2ccc3c(c2)N(C(=O)c2ccco2)CC3)cc1OC	i
CCOc1ccccc1NC(=O)C(=O)NCC(c1cccn1C)N1CCN(C)CC1 (stereo not drawn)	i
O=C(c1ccco1)N1CCN(S(=O)(=O)CCCOc2ccc(F)cc2)CC1	i
CC1=C(C(=O)OC(C)C)C(c2ccc(OC(F)F)cc2)n2ncnc2N1 (stereo not drawn)	i
COc1cc(NC(=O)CCc2csc(NC(=O)c3ccccc3)n2)cc(OC)c1OC	i
CC(=O)Nc1ccc(C(=O)NCCNC(=O)COc2ccc(Cl)cc2Cl)cc1	i
COc1cc(/C=C/C(=O)NCC2CCN(S(=O)(=O)C3CC3)CC2)cc(OC)c1OC	i
COc1ccc(/C=C/C(=O)N2CCN(c3ccc(Nc4ccccn4)nn3)CC2)cc1OC	i
Cc1ccccc1N1C(=S)N(c2ccc([N+](=O)[O-])cc2)C2CS(=O)(=O)CC21 (stereo not drawn)	i
Cc1ccsc1C(O)CNC(=O)c1c(C)nc2ccccn12 (stereo not drawn)	i
O=C(c1ncccn1)N1CCCC1	i
COc1cc(NC(=O)c2c(OC)cccc2OC)ccc1N1CCCC1=O	i
CSCCC(C)(O)CNC(=O)C(=O)NCc1ccc(F)cc1 (stereo not drawn)	i
COc1ccc(-c2nnc(NC(=O)c3ccccc3Oc3ccccc3)o2)cc1OC	i
O=C(CS(=O)(=O)Cc1ccccc1)Nc1nnc(-c2ccc(F)cc2)o1	i
Cc1cnc2c(c1SCc1cccc([N+](=O)[O-])c1)c(=O)n(C)c(=O)n2C	i
O=C1CC(NC(=O)c2ccc(-c3ccccc3)cc2)CN1 (stereo not drawn)	i

7 records picked at random from those above, as already listed:
SMILES	GIRK2 act
Cc1cnc2c(c1SCc1cccc([N+](=O)[O-])c1)c(=O)n(C)c(=O)n2C	i
O=C(CS(=O)(=O)Cc1ccccc1)Nc1nnc(-c2ccc(F)cc2)o1	i
Cc1ccsc1C(O)CNC(=O)c1c(C)nc2ccccn12 (stereo not drawn)	i
COc1cc(NC(=O)c2c(OC)cccc2OC)ccc1N1CCCC1=O	i
COc1ccc(-c2nnc(NC(=O)c3ccccc3Oc3ccccc3)o2)cc1OC	i
O=C1CC(NC(=O)c2ccc(-c3ccccc3)cc2)CN1 (stereo not drawn)	i
CSCCC(C)(O)CNC(=O)C(=O)NCc1ccc(F)cc1 (stereo not drawn)	i

Arranged by number of heavy atoms (ascending): 4 of the compounds above.
SMILES	GIRK2 act
Cc1ccsc1C(O)CNC(=O)c1c(C)nc2ccccn12 (stereo not drawn)	i
O=C(CS(=O)(=O)Cc1ccccc1)Nc1nnc(-c2ccc(F)cc2)o1	i
Cc1ccccc1N1C(=S)N(c2ccc([N+](=O)[O-])cc2)C2CS(=O)(=O)CC21 (stereo not drawn)	i
COc1ccc(-c2nnc(NC(=O)c3ccccc3Oc3ccccc3)o2)cc1OC	i

Following part:
SMILES	GIRK2 act
O=C(Nc1ccc(F)c([N+](=O)[O-])c1)c1ccc(=O)n(Cc2ccccc2)c1	i
CC(C)S(=O)(=O)c1cccc(C(=O)Nc2nnc(-c3ccc4c(c3)OCCO4)o2)c1	i
CC1(C)Cc2cccc(OCC(=O)N3CCC(Cn4cnc5ccccc54)CC3)c2O1	i
CN(c1ccsc1C(=O)Nc1ccc(OCc2ccccc2)cc1)S(=O)(=O)c1ccccc1	i
Cc1cc(Nc2ccccc2C)nc(-n2cc([N+](=O)[O-])cn2)n1	i
CCOCCn1c(=O)c2c(nc(-n3nc(C)cc3C)n2Cc2ccccc2C)n(C)c1=O	i
COc1ccc(NC(=O)c2ccno2)c2ccccc12	i
CC1Cc2cc(-c3cc(CC(=O)Nc4nccs4)no3)ccc2O1 (stereo not drawn)	i
O=S(=O)(NCc1ccsc1)c1ccc(Cl)cc1	i
COc1ccc(NC(=O)Cn2cnc3c(nnn3C)c2=O)c(OC)c1	i
CCOc1ccc(NC(=O)CSc2nc3c(-c4ccccc4)c[nH]c3c(=O)[nH]2)cc1	i
COC(=O)N1CCC(CNC(=O)C(=O)Nc2ccc(OC(F)(F)F)cc2)CC1	i
COc1cccc(NC(=O)NCCNC(=O)c2ccc(NC(=O)C3CC3)cc2)c1OC	i
COC(=O)c1ccccc1NC(=O)c1nnn(-c2ccccc2)c1-c1ccco1	i
COc1ccccc1CNC(=O)C(=O)Nc1cccc(N2CCCCC2=O)c1	i
Cc1ccc(Oc2cccc(C(=O)Nc3ccc(-c4cn5ccccc5n4)cc3)c2)nn1	i
CCOc1cccc(CNC(=O)c2sc(-n3cccc3)nc2C(C)C)c1	i
NC(=O)c1oc2ccccc2c1NC(=O)C(=O)NCc1ccco1	i
CN(C)C(CNC(=O)C(=O)NCc1cccs1)c1ccco1 (stereo not drawn)	i
O=C(NCc1ccccc1)C(=O)Nc1c2c(nn1-c1ccc(Cl)cc1)CS(=O)(=O)C2	i
CC(C)c1nnc(C2CCN(C(=O)NCc3cccs3)CC2)o1	i
O=C(NCCn1nc(-c2cccs2)ccc1=O)NCc1ccccc1	i
COc1ccccc1NC(=O)N1CCC(CNS(=O)(=O)Cc2cccc(F)c2)CC1	i
COc1ccccc1C1(CNC(=O)Nc2cccc(Cl)c2)CCOCC1	i
COc1cccc(CNC(=O)CSc2ncc(-c3ccc(F)cc3)o2)c1OC	i
COc1cc(OC)cc(C(=O)Nc2ccc3c(c2)N(C(C)=O)CCC3)c1	i
O=C1/C(=C/c2cccc(F)c2)Oc2c1ccc1c2CN(C2CC2)CO1	i
COc1cn(CC(=O)Nc2ccc(OC(F)(F)F)cc2)c(CSc2ncccn2)cc1=O	i
COc1ccccc1-c1cc(C(=O)NCCCC(=O)Nc2cccc3cccnc23)[nH]n1	i
COC(=O)c1ccc(C(=O)NCCCC(=O)Nc2cccc3cccnc23)cc1	i
C=CCN1C(=O)CC(Sc2ccccc2C(=O)O)C1=O (stereo not drawn)	i
CCOc1ccc(C(=O)N2CCN(c3ncnc4c3nnn4C)CC2)cc1OCC	i
COc1ccc(-c2noc(-c3c(SC)nn(CC(=O)Nc4cc(Cl)ccc4C)c3N)n2)cc1	i
CCn1nc(C)cc1C(=O)Nc1nc(-c2cc(Cl)sc2Cl)cs1	i
O=C1CCc2cc(S(=O)(=O)N3CCc4ccccc4C3)cc3c2N1CCC3	i
CCOc1ccc(C(=O)N2CCC3(CC2)NC(=O)N(Cc2ccc(F)cc2)C3=O)cc1	i
Cc1noc(C2CN(C(=O)CSCc3ccccc3)C2)n1	i
Cc1ccc(-n2cc(C(=O)NC(C)CCc3ccccc3)nn2)cc1C (stereo not drawn)	i
CCc1ccc2c(c1)sc(=NC(=O)c1cc(C)nn1CC)n2CC(=O)OC	i
COC(=O)c1ccccc1NC(=O)Cn1cc(-c2ccccc2)c(N2CCOCC2)n1	i
Cc1nc2ccc(Cl)cn2c(=O)c1NC(=O)C(C)Oc1ccc2c(c1)OCO2 (stereo not drawn)	i
CN1CCN(C(CNC(=O)C2CCCCC2)c2ccc(F)cc2)CC1 (stereo not drawn)	i
CCOC(=O)N1CCN(C(=O)CSc2ccc(NC(=O)c3ccccc3)nn2)CC1	i
O=C(CCCn1nc(-c2ccc(Cl)cc2)ccc1=O)Nc1nc2c(s1)CCCC2	i
Cn1c(=O)[nH]c(=O)c2c1nc(Nc1ccc(S(N)(=O)=O)cc1)n2CC(=O)O	i
CCCOc1cn(-c2ccc(F)cc2)nc1C(=O)Nc1nc(C)cs1	i
CC12CC(NC(=O)N1c1cccc(C(=O)NCc3cccs3)c1)c1ccccc1O2 (stereo not drawn)	i
O=C(Cn1nc(S(=O)(=O)c2ccccc2)ccc1=O)Nc1ccc(F)cc1F	i
CCCCOCC(O)CN1CCN(c2ccccc2OC)CC1 (stereo not drawn)	i
CSc1ccccc1NC(=O)Cc1csc(NC(=O)c2ccc[nH]c2=O)n1	i

Among those listed so far, these contain a COOH group:
SMILES	GIRK2 act
C=CCN1C(=O)CC(Sc2ccccc2C(=O)O)C1=O (stereo not drawn)	i
Cn1c(=O)[nH]c(=O)c2c1nc(Nc1ccc(S(N)(=O)=O)cc1)n2CC(=O)O	i
